MgcRacGAP inhibition: MgcRacGAP GTPase-activating activity inhibitors, confirmation, biochemical, ADP Hunter fluorescence | MgcRacGAP-stimulated Rac1 GTP hydrolysis, ADP Hunter fluorescence; higher % means a stronger effect; GST-tagged Rac1 F28L mutant substrate | inhibition, % at 30 µM, or IC50 in µM where a hit was titrated | actives 0.6% (n = 340,000);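 active = first-screen hits whose inhibition reached a set limit at any dose in the follow-up dose series; inconclusive = inhibition above the set first-screen limit but never retested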;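 also: fluorescence reports GDP produced by GAP-driven GTP hydrolysis; strong numbers were not always called active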
LYP phosphatase: PTPN22 lymphoid phosphatase activity blockers – biochemical, fluorescence intensity, uHTS (AID 1779). inhibition, % at 11.5 µM; hits with a dose series show IC50 in µM. actives 0.054% (n = 290,000). recombinant LYP phosphatase, fluorescence intensity; higher % means a stronger effect; in the data active = inhibition above about 50%;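 also: plate controls were vehicle with enzyme for no effect and no enzyme for full effect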
RSV antiviral HEp-2: RSV antiviral activity via CPE protection, HEp-2 cells, primary 10 µM value included (AID 2391); HEp-2 cells, RSV-induced CPE inhibition; higher % means a stronger effect; CPE inhibition, % at 10 µM; hits with a dose series show IC50 in µM; actives 0.13% (n = 310,000); in the data active = a potency from the dose series; inconclusive = CPE inhibition mostly from about 23% at the one dose, without a potency; inactive = the rest, 99 in 100 with CPE inhibition below about 21%; also: strong numbers were not always called active
SV40 large T antigen: SV40 large T antigen inhibitors, biochemical (AID 1903); SV40 large T antigen ATPase/helicase inhibition assay; higher % means a stronger effect; inhibition, % at 20 µM; hits with a dose series show IC50 in µM; actives 0.39% (n = 310,000); in the data active = a potency from the dose series; inconclusive = inhibition mostly from about 32% at the one dose, without a potency; inactive = the rest, 99 in 100 with inhibition below about 32%; also: strong numbers were not always called active
HIV fusion peptide: cell-free HIV fusion peptide-binding blockers – biochemical, uHTS, fluorescence dequenching, primary screen (AID 1986); cell-free peptide binding, fluorescence dequenching, 30 min; higher % means a stronger effect; one-dose inhibition, % at 20 µM; IC50 in µM for titrated hits; actives 0.3% (n = 290,000); in the data active = inhibition mostly above about 52%, no sharp cut-off; inactive = mostly below about 76%; also: some results filed as inactive read as strong as hits
AID2073: disruptors of CaV2.2 binding to Mint1 – biochemical, HTRF (AID 2073) | actives 0.19% (n = 290,000) | inhibition, % at 20 µM; hits with a dose series show IC50 in µM | HTRF protein-protein interaction, Mint1-CaV2.2; higher % means a stronger effect; in the data active = inhibition mostly above about 51%, no sharp cut-off; inconclusive = no clear call, values can overlap the other calls; inactive = mostly below about 53%; also: some results filed as inactive read as strong as hits
Siah-1 displacement: blockers of Siah-1 interaction with plectin peptide – biochemical, fluorescence polarization, rhodamine-plectin, uHTS, primary screen (AID 1817) | Siah-1 / rhodamine-plectin peptide fluorescence polarization; higher % means a stronger effect | displacement, % at 20 µM; hits with a dose series show IC50 in µM | actives 0.02% (n = 290,000);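 active = displacement of at least 50% at 20 µM, with a fluorescence ratio check between 0.3 and a set limit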;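 also: plate controls were Siah plus tracer with DMSO for no effect and tracer alone without Siah for full effect; strong numbers were not always called active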
Dengue-2 NS5 capping: flavivirus cap methylation enzyme inhibition – biochemical, confirmation dose response, primary screen (AID 588689); Dengue-2 NS5 methyltransferase capping enzyme assay, biochemical; higher % means a stronger effect; inhibition, % at 25 µM; hits with a dose series show IC50 in µM; actives 0.3% (n = 340,000); in the data active = a potency from the dose series; inconclusive = inhibition above about 29% without an active follow-up result
XIAP antagonists: small molecules displacing peptide from XIAP – biochemical, IAP family, fluorescence polarization (AID 1018) | XIAP BIR domain, fluorescence polarization peptide displacement; higher % means a stronger effect | displacement, % at 20 µM, or IC50 in µM where a hit was titrated | actives 0.007% (n = 200,000); in the data active = displacement above about 50%; also: a part of the inactive calls stands beside numbers as strong as those of hits
Dengue-2 NS5 capping pilot replicate: second read-out of Dengue-2 NS5 capping, no call of its own (marks repeat the call); inhibition, %; measured here: pilot screen replicate inhibition
* = called active by the depositor; ? = inconclusive; . = not tested or not shown; & = joins results of further samples.

SMILES	MgcRacGAP inhibition	LYP phosphatase	RSV antiviral HEp-2	SV40 large T antigen	HIV fusion peptide	AID2073	Siah-1 displacement	Dengue-2 NS5 capping	XIAP antagonists	others
Cc1oc(-c2cccs2)nc1CN1CCN(CCC(C)C)C(CCO)C1 (stereo not drawn)	9%	-10%	0.2%	-8%	1.5%	10%	-5%	-24%	-9.9%
O=C(Cn1nnc(-c2cccc(C(F)(F)F)c2)n1)NC1CCCC1	15%	-11%	1.7%	-9%	-2.4%	7%	-3%	-6%	-2.6%
COc1ccc(NC(=O)[C@@H]2[C@@H]3C(=O)N(C4CCCCC4)C(=O)[C@@H]3C3c4ccccc4C=CN32)cc1 (stereo partly drawn)	8%	10%	0.7%	3%	0.7%	9%	3%	-32%	-15%
CN1CCc2c(c3ccccc3n2Cc2ccccc2)C1	2%&-1%	-9%	-0.6%	2%	0.4%	2%	-2%	-1%&0%	-3.2%
COCCNC(=O)CCn1nc(-c2ccc(C)cc2)ccc1=O	8%	-9%	1.5%	10%	-0.4%	9%	-7%	0%	.
Cn1cnc2c(=O)sc3ccccc3c21	12%	.	5.5%	19%	.	.	.	2%	.
Cc1cccn2c(=O)c(C=O)c(N3CCC4(CC3)OCCO4)nc12	.	1%	0.0%	10%	0.1%	5%	-2%	.	.
COc1ccccc1N(CC(=O)Nc1ccc2c(c1)OCCO2)S(C)(=O)=O	7%	0%	1.8%	20%	-1.6%	-6%	-4%	5%	1.7%
O=C(CN1C(=O)CCSc2ccccc21)Nc1ccccc1	-3%	-7%	2.1%	1%	1.2%	12%	-2%	-10%	-3.5%
C/C(=N\OCc1cccc(C(=O)O)c1)c1ccc(Cl)cc1	.	-8%	2.0%	11%	3.2%	10%	13%	.	.
CC(C)[C@@H]1CC[C@@H](C)C[C@H]1OC(=O)C[n+]1cc(-c2ccc(Cl)cc2)n2c1CCCCC2	14%	-6%	.	16%	0.4%	14%	4%	9%	.
CCCCc1ccc(NC(=O)N[C@H](C(=O)O)C(C)C)cc1	11%	-7%	0.9%	21%	2.6%	-12%	21%	6%	-3.3%
O=c1[nH]c(Cc2ccc(F)cc2)nc2scc(-c3ccc(F)cc3)c12	7%	2%	3.2%	-4%	4.5%	4%	-1%	9%	-4.4%
O=C(CO/N=C/c1ccc(OC(F)F)cc1)NCc1cccs1	16%	-8%	0.3%	8%	-2.4%	-12%	1%	1%	-4.8%
COc1ccc(CN/C=C2\CCCCC2=O)cc1	3%	2%	-0.8%	0%	0.8%	9%	2%	-3%	-5.2%
CC(C)CN1CCN(CC#Cc2ccccc2)CC1CCO (stereo not drawn)	7%	-6%	-1.1%	.	-0.3%	-3%	-1%	-2%	-4.1%
Cc1ccc[n+](-c2[nH]c(=O)sc2/C=N/N=C(\[O-])c2cccnc2)c1	15%	-8%	-1.4%	3%	0.7%	-10%	-4%	7%	.
C/C(CC(=O)Nc1c(C)cc(C)cc1C)=N\NC(=O)c1cnccn1	2%	-7%	0.7%	6%	1.9%	-1%	11%	-12%	-4.8%
COc1ccc(C2(CNC(=O)c3ccc(C)cc3)CCOCC2)cc1	3%	-5%	-2.0%	12%	1.0%	-8%	-4%	-2%	-18%
CC1(C)CC(=O)N(c2cc(Cl)cc(Cl)c2)C(=O)C1	4%	-14%	0.0%	19%	0.3%	-8%	-5%	-6%	.
COc1ccc(OC)c(NC(=O)c2cccc(N3C(=O)C4C5C=CC(C6CC56)C4C3=O)c2)c1 (stereo not drawn)	0%	-10%	-0.4%	11%	-0.2%	1%	4%	-9%	.
CN(C)S(=O)(=O)c1ccc(NC(=O)C2CC(=O)N(Cc3ccccc3Cl)C2)cc1 (stereo not drawn)	1%	.	-1.3%	12%	.	.	.	3%	.
COc1ccc(OC)c(NC(=O)N2CCCc3ccccc32)c1	5%	-3%	3.5%	9%	0.6%	3%	-2%	-2%	.
CCCCNC(=O)c1ccc(C)c(NC(=O)C2=C(C)OCCS2)c1	-3%	-7%	0.7%	4%	0.3%	-6%	-3%	-1%	.
COc1ccc(-c2nnc3sc(-c4cccs4)nn23)cc1OC	12%	-4%	0.3%	1%	-1.5%	8%	-2%	3%	0.1%
CC(=O)c1cccc(S(=O)(=O)N2CCCC(c3nc4c(nnn4Cc4ccc(C)cc4)c(=O)[nH]3)C2)c1 (stereo not drawn)	3%	-2%	?	-1%	0.0%	5%	3%	1%	.
Cc1ccc(N2C(=O)[C@@H]3[C@H](C2=O)C2c4ccccc4C=CN2[C@@H]3C(=O)c2ccco2)c(C)c1 (stereo partly drawn)	3%	-2%	4.2%	.	-1.2%	2%	8%	-8%	-25%
Nc1nonc1-n1nnc(C(=O)N/N=C/C2CC=CCC2)c1CSc1ccccc1 (stereo not drawn)	8%	-3%	.	5%	0.6%	0%	11%	-8%	.
O=C(Nc1ccc2c(c1)OCCO2)c1ccc(Cl)cc1	13%	-7%	7.7%	4%	1.1%	-5%	6%	-4%	.
CC(C)CCNC(=O)NC(=O)COc1ccccc1C#N	7%	-2%	1.5%	17%	-1.7%	1%	4%	6%	-0.6%
CN(C)c1ccc(-n2cccc2/C=C/[N+](=O)[O-])cc1	43µM*	8%	2.3%	30%	48%	0%	1%	1%	0.3%
COc1ccc(NC(=O)C2CC(c3ccc(OC)c(OC)c3)=NO2)cc1OC (stereo not drawn)	7%	24%	0.4%	9%	0.3%	37%	-4%	-10%	-1.9%
O=S(=O)(NCCSc1ccccn1)c1ccc(Br)cc1	3%	-8%	-0.1%	21%	-0.1%	17%	0%	-5%	-7.8%
COc1ccc(-n2cc(CNCCCn3ccnc3)c(-c3cccc(F)c3)n2)cc1	8%	0%	-1.5%	0%	0.2%	12%	1%	-1%	-5.8%
Cc1ccc(C)c(NC(=O)C2(C)CC3c4ccccc4C2c2ccccc23)c1 (stereo not drawn)	5%	1%	0.2%	2%	4.1%	17%	2%	-1%	-7.5%
Cc1ccc(-n2nc(C)c3c(C)cc(=O)[nH]c32)cc1	4%	-4%	0.4%	2%	2.9%	19%	-2%	-1%	-9.2%
COc1ccc(NC(=O)c2c(Nc3ccccc3)sc(C(=O)c3ccc(F)cc3)c2N)cc1	11%	10%	0.5%	13%	12%	8%	-3%	3%	-1.8%
CCOc1cc2c3c(c1)C1(C(=O)N3C(C)(C)C=C2C)C(C#N)=C(N)Oc2cc(O)ccc21 (stereo not drawn)	0%	4%	39%	9%	-1.0%	-2%	2%	-6%	-1.0%
CCC1SC(C)C/C(=N/NC(N)=O)C1C (stereo not drawn)	7%	-5%	1.8%	8%	0.6%	5%	4%	6%	.
CC(C)NC(=O)CSc1nnc(C2CC2)n1-c1ccccc1	1%	-7%	1.8%	11%	3.8%	30%	-1%	-2%	-4.8%

Ordered by molar mass (rising): some entries from above
SMILES	MgcRacGAP inhibition	LYP phosphatase	RSV antiviral HEp-2	SV40 large T antigen	HIV fusion peptide	AID2073	Siah-1 displacement	Dengue-2 NS5 capping	XIAP antagonists	others
CN(C)c1ccc(-n2cccc2/C=C/[N+](=O)[O-])cc1	43µM*	8%	2.3%	30%	48%	0%	1%	1%	0.3%
COc1ccc(C2(CNC(=O)c3ccc(C)cc3)CCOCC2)cc1	3%	-5%	-2.0%	12%	1.0%	-8%	-4%	-2%	-18%
Cc1oc(-c2cccs2)nc1CN1CCN(CCC(C)C)C(CCO)C1 (stereo not drawn)	9%	-10%	0.2%	-8%	1.5%	10%	-5%	-24%	-9.9%

(list continues)
SMILES	MgcRacGAP inhibition	LYP phosphatase	RSV antiviral HEp-2	SV40 large T antigen	HIV fusion peptide	AID2073	Siah-1 displacement	Dengue-2 NS5 capping	XIAP antagonists	others
CN(C)c1ccc(C(C[N+](=O)[O-])c2c(N)n(C)c(=O)n(C)c2=O)c(F)c1C#N (stereo not drawn)	9%	-7%	?	31%	-2.0%	0%	1%	4%	.
O=C(COc1ccc2c(c1)C(=O)CC1(CCCCC1)O2)NCc1ccccc1	4%	-6%	16%	-3%	0.4%	16%	4%	1%	-7.3%
CCc1cc(C(=O)Nc2ccc(OC)nc2)sc1C	7%	.	0.4%	14%	.	.	.	?	.
CCc1ccccc1NC(=O)CN(C)C(=O)Cn1ncc(Cl)c(Cl)c1=O	4%	-2%	-2.5%	10%	5.4%	4%	10%	-3%	-3.6%
CN(C(=O)c1ccc(Cl)c(S(=O)(=O)N2CCOCC2)c1)c1ccccc1C(=O)O	1%	-13%	2.0%	1%	-0.4%	6%	5%	0%	1.7%
O=C(NCCCN1CCOCC1)c1ccccc1-c1ccccc1	3%	-4%	1.7%	9%	-0.1%	-5%	-4%	-2%	-3.7%
COc1ccc(C2/C(=C(/O)c3ccccc3)C(=O)C(=O)N2c2ccccn2)c(OC)c1 (stereo not drawn)	6%	-11%	-1.7%	20%	0.0%	0%	-3%	0%	-3.3%
O=C(NCC1CCCO1)c1cccc(C(=O)NCC2CCCO2)c1 (stereo not drawn)	0%	-7%	-0.4%	4%	-0.1%	-2%	14%	-11%	.
COC(Cc1nnc(SC)n1-c1ccccc1)OC	-5%	-7%	-1.7%	17%	-2.6%	3%	3%	-14%	-4.7%	Dengue-2 NS5 capping pilot replicate=-6.5
CCOC(=O)Cc1csc(NS(=O)(=O)c2ccc(Br)cc2)n1	-2%	3%	2.6%	4%	3.7%	4%	2%	0%	-6.7%
NC(=O)C1=C[C@H](c2csc3ccccc23)C[C@H](OCc2ccc(CO)cc2)O1	-2%	-2%	21%	6%	0.0%	7%	-4%	3%	-1.6%
Cc1ccc(-c2nc3cc(NC(=O)C(C)C)ccc3o2)cc1	8%	-6%	4.4%	-2%	-1.1%	13%	-1%	-3%	-12%
Cc1ccc(O)c(C(=O)c2cc(C#N)c(=O)n(C(C)c3ccccc3)c2)c1 (stereo not drawn)	3%	-2%	3.1%	-5%	-0.5%	-1%	0%	-1%	-5.3%
COc1ccc(C(=O)NNC(=O)CCC(=O)NNC(=O)c2ccc(OC)cc2)cc1	0%	-5%	2.5%	-3%	-0.5%	7%	10%	11%	.
CSc1ccc(CN(C)CC(=O)NC(C)c2ccccc2)cc1 (stereo not drawn)	12%	-12%	13%	26%	-1.5%	-11%	-11%	3%	-2.9%
CSc1nc2nc3c(cc2c(=O)n1-c1ccccc1C)CCCC3	8%	2%	8.7%	16%	1.6%	8%	2%	-10%	.
Nc1c(NCc2ccccc2)c(=O)[nH]c(=O)n1Cc1ccccc1	-10%	-2%	2.4%	-1%	0.1%	-8%	0%	2%	-14%
CNC(=S)N(CCc1ccc(S(N)(=O)=O)cc1)C1CC(=O)N(c2ccccc2F)C1=O (stereo not drawn)	4%	-10%	-1.7%	1%	4.2%	0%	-6%	5%	-9.0%
COC(=O)Cc1nc(NC(=O)c2cccs2)sc1C	9%	-7%	1.2%	7%	-1.4%	11%	8%	1%	.
CCOCCCNC(=S)Nc1ccc2nc(N3CCN(CC)CC3)cc(C)c2c1	-3%	-4%	-0.7%	6%	0.0%	-4%	4%	1%	.
COc1ccc(-c2cc(C(F)(F)F)n3nc(C(=O)NCCCN4CCOCC4)cc3n2)cc1	.	-3%	-2.1%	10%	-0.3%	29%	2%	.	-7.7%

Compound activity deposited in PubChem by several laboratories.
